Screening results deposited in PubChem by National Center for Advancing Translational Sciences (NCATS).
Sm TGR block – blocks Schistosoma mansoni thioredoxin glutathione reductase; purified TGR, DTNB reduction, TNB absorbance 405 nm; Potency, µM (highest dose often 114 µM), inactives show at the top dose activity change, negative = inhibition, usual class: inhibitors; 360,000 tested, 3% active; Q962Y6; further: nearly all actives have a fitted effect of over 60% in size
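TGR 20 nM + NADPH 100 uM (dispensed conc.), cpd preinc 15 min RT; start with NADPH (500 uM addition) then DTNB (15 mM addition). Kinetic TNB absorbance, 405 nm filter. Four-parameter Hill fit across titration.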
TbPYK inhibitor – T. brucei pyruvate kinase inhibition | Q57TT1 | TbPYK enzyme, Kinase-Glo Plus ATP luminescence, 45 min | Potency, µM (highest dose often 76.8 µM), for the others: at the highest dose activity, negative = inhibition, usual class: inhibitors | 410,000 tested, 0.12% active; further: nearly all actives have a fitted effect of over 50% in size
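Quantitative HTS: titrated library compounds versus trypanosomal pyruvate kinase in TEA buffer (pH 7.2) containing KCl, MgCl2, BSA and Tween-20. Reactions were initiated with ADP, 130 uM final. Kinase-Glo Plus luminescence was read after 45 min at RT.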
* = called active by the depositor; ? = inconclusive; [ ] = remark or other dose. The call rests on the fitted dose curve; in most records, active means well fitted curve in the direction sought with a large enough effect; inconclusive means small, poorly fitted or top-dose-only effect, or another doubt; inactive means no such curve, though single readings can be large; an effect the other way counts as inactive or inconclusive. On the % scale 0 is the no-effect control and ±100 the full control effect; potency means the concentration at half of the fitted maximal effect. Not all compounds are listed (hit frequency here may not be typical).

SMILES | Sm TGR block | TbPYK inhibitor
CCc1ccc(NC(=O)c2cnc3sc(N4CCCC4)nn3c2=O)cc1 | -21% | -7%
CCOC(=O)c1c(C)oc2nc(C)nc(N3CCN(c4ccccc4F)CC3)c12 | 0% | 2%
Cc1ccc(NC(=O)CSc2nc3nccnc3c(=O)n2CCc2c[nH]c3ccccc23)cc1C | -2% | -6%
Cc1ccc(OCCn2c(-c3ccc(Cl)cc3)nc3ccccc3c2=O)c(C)c1 | -2% | -6%
CCOc1ccc(NC(=O)c2cnn(-c3ccc(C)c(C)c3)c2C2CCN(C(=O)OC(C)(C)C)CC2)cc1 | 2% | -1%
O=C(c1ccc2c(c1)N(Cc1cccc(Cl)c1)C(=O)c1ccccc1S2(=O)=O)N1CCCCCC1 | 12% | 2%
COc1ccc(C2=Nc3ccccc3NC(c3cccs3)=N2)cc1 | -5% | -6%
CCOc1ccc(CNC(=O)Cn2nc(N3CCN(c4ccccc4)CC3)ccc2=O)cc1 | 5% | 4%
COc1ccc(-n2ccn(CC(=O)Nc3ccc(C)cc3C)c(=O)c2=O)cc1 | -3% | 0%
Cc1c(CNC(C)CCc2ccccc2)c(C(=O)O)c(C)n1Cc1ccc(F)cc1Cl (stereo unspecified) | 0% | 1%
COCCNC(=O)C(=O)NCC(c1cccnc1)N1CCN(c2ccccc2)CC1 (stereo unspecified) | ? | -12%
Cc1ccc(CNC(=O)CN2N=C(c3ccc(C)cc3)CCC2=O)cc1 | 9% | -5%
O=C(CSc1oc(-c2ccco2)nc1S(=O)(=O)c1ccc(Cl)cc1)c1ccc(Cl)cc1 | -21% | -10%
COc1ccc2nc(NC(=O)c3ccc(S(=O)(=O)N4CCC(C)CC4)cc3)sc2c1 | 6% | -9%
CCOc1ccc(C(=O)OCc2cc(=O)n3cc(C)sc3n2)cc1 | -2% | 2%
O=C1CC(c2ccccc2)Sc2ccccc2N1Cc1ccccc1F (stereo unspecified) | 12% | 1%
COc1cc(C2C(C(=O)Nc3ccccc3C)=C(C)Nc3nc(SCc4cc(C)ccc4C)nn32)ccc1O (stereo unspecified) | -15% | -5%
Cc1cccc(NC(=O)CSc2cn(CC(=O)N3CCOCC3)c3ccccc23)c1C | 4% | 2%
Cc1ccc(-n2c(=O)c3ccc(C(=O)NCc4ccccc4Cl)cc3n(CC(=O)Nc3cccc(Cl)c3)c2=O)cc1 | 5% | 6%
COc1cc(OC)c(NC(=O)Cn2c(=O)cc(C)c3c(C)nn(-c4ccc(C)cc4)c32)cc1Cl | -8% | -1%
O=C(NCc1ccccc1)c1cccc(NC(=O)N2CCSc3ncccc32)c1 | 0% | 5%[15.4 µM]
COc1ccc(/C=C/c2nc(-c3ccccc3O)n(-c3ccccc3)n2)cc1OC | 2% | 2%
O=C(CC1C(=O)N(c2ccccc2)C(=O)N1CCC1=CCCCC1)Nc1ccc(F)cc1 (stereo unspecified) | -4% | -2%
CCOC(=O)C1CCC(CN(Cc2cccc(Br)c2)S(=O)(=O)c2ccc(Cl)cc2)CC1 (stereo unspecified) | 2% | -3%
COc1ccc(Cl)cc1NC(=O)CCC(=O)N1CCOc2ccccc21 | 11% | 4%
SMILES | Sm TGR block | TbPYK inhibitor
Cc1cc(NC(=O)c2cccs2)cc(-c2nc3cc(Cl)ccc3o2)c1O | 10% | 6%
CCOc1ccccc1NC(=O)N1CCN(C)c2ncccc21 | -6% | -2%
O=C(CC1N=C2c3ccccc3N=C(SCc3ccc(F)cc3)N2C1=O)NCc1ccc2c(c1)OCO2 (stereo unspecified) | -4% | 2%
CCOc1ccc(CNC(=O)c2sc3ncnc(N(C)C4CCCCC4)c3c2C)cc1 | 6% | -10%
COc1ccc(N2CC(NC(=O)/C=C\c3ccccc3)CC2=O)cc1 (stereo unspecified) | -2% | 0%
CCCCc1nc2ccccc2n2c(-c3ccc(C)cc3)c3c(=O)n(C)c(=O)n(C)c3c12 | 9% | -4%
CCOC(=O)c1c(C)[nH]c(CCC(=O)NCc2cc(Br)ccc2OC)c1C | -35% | 1%
COc1ccc(C)cc1Nc1nc(-c2cccc(Cl)c2)c2c(n1)-c1ccccc1OC2 | 9% | 3%
CCOC(=O)c1c(NC(=O)COc2ccccc2)sc(C(C)=O)c1C | 3% | -3%
CC(=O)c1ccc(NS(=O)(=O)c2ccc(Br)s2)cc1 | -30% | 8%
CC(=O)C1=C(c2ccc(F)cc2)N(C(C)=O)n2c(nnc2C2CCCCC2)S1 | 5% | -7%
O=C(c1ccc2c(=O)n(CCc3ccccc3)c(=O)[nH]c2c1)N1CCN(c2ccc(Cl)cc2)CC1 | -3% | 5%
CCOc1ccc(C2c3c(-c4ccccc4O)n[nH]c3C(=O)N2Cc2cccnc2)cc1OC (stereo unspecified) | 4% | 0%
CCCS(=O)(=O)N1CCCC(C(=O)NCCOC)C1 (stereo unspecified) | 50%[activator] | -2%
Cc1noc(Cn2c(=O)c3cc4c(cc3n(CC(=O)Nc3ccccc3Br)c2=O)OCO4)n1 | -6% | 6%
CCC(=O)N1c2ccc(S(=O)(=O)NCc3ccc(F)cc3)cc2CC1C (stereo unspecified) | 19% | -1%
CC(C)c1ccccc1NC(=O)CSc1nnc(COc2ccccc2Cl)o1 | -8% | 3%
CCOC(=O)c1ccc(N2C(=O)c3n[nH]c(-c4cccs4)c3C2c2cccc(OC)c2)cc1 (stereo unspecified) | 1% | 4%
Cc1ccc(/C=C/c2onc(C)c2S(=O)(=O)N2CCC(C(=O)N3CCN(c4cccc(C)c4)C(C)C3)CC2)cc1 (stereo unspecified) | 10% | 0%
CCOC(=O)Cn1c(=O)n(-c2cccc(Cl)c2)c2nc(-c3ccccc3Cl)nc(C(N)=O)c21 | -18% | 2%
CCc1ccccc1NC(=O)Cn1ncc2c(C)n(Cc3ccccc3F)c(C)c2c1=O | 2% | -3%
CCCCOc1ccc(C2c3c(oc4ccccc4c3=O)C(=O)N2c2nc(C)c(C(=O)OCC)s2)cc1OC (stereo unspecified) | 1% | 0%
CCCCOC(=O)c1ccc(NC(=O)CSc2nc3c(c(=O)[nH]2)CCC3)cc1 | 8% | 5%
Cc1ccc(CCNC(=O)c2c(C)oc3ncnc(N4CCOCC4)c23)cc1 | 9% | 0%
COCCCNC(=O)CSc1nc2c(sc3ccccc32)c(=O)n1CCc1ccccc1 | 0% | 1%

Part of the list above, with values under each structure.
Values run as follows: Sm TGR block	TbPYK inhibitor
- CC(=O)c1ccc(NS(=O)(=O)c2ccc(Br)s2)cc1
  -30%	8%
- CC(=O)C1=C(c2ccc(F)cc2)N(C(C)=O)n2c(nnc2C2CCCCC2)S1
  5%	-7%
- O=C(c1ccc2c(=O)n(CCc3ccccc3)c(=O)[nH]c2c1)N1CCN(c2ccc(Cl)cc2)CC1
  -3%	5%
- CCOc1ccc(C2c3c(-c4ccccc4O)n[nH]c3C(=O)N2Cc2cccnc2)cc1OC (stereo unspecified)
  4%	0%
- CCCS(=O)(=O)N1CCCC(C(=O)NCCOC)C1 (stereo unspecified)
  50%[activator]	-2%
- Cc1noc(Cn2c(=O)c3cc4c(cc3n(CC(=O)Nc3ccccc3Br)c2=O)OCO4)n1
  -6%	6%
- CCC(=O)N1c2ccc(S(=O)(=O)NCc3ccc(F)cc3)cc2CC1C (stereo unspecified)
  19%	-1%
- CC(C)c1ccccc1NC(=O)CSc1nnc(COc2ccccc2Cl)o1
  -8%	3%
- CCOC(=O)c1ccc(N2C(=O)c3n[nH]c(-c4cccs4)c3C2c2cccc(OC)c2)cc1 (stereo unspecified)
  1%	4%
- Cc1ccc(/C=C/c2onc(C)c2S(=O)(=O)N2CCC(C(=O)N3CCN(c4cccc(C)c4)C(C)C3)CC2)cc1 (stereo unspecified)
  10%	0%
- CCOC(=O)Cn1c(=O)n(-c2cccc(Cl)c2)c2nc(-c3ccccc3Cl)nc(C(N)=O)c21
  -18%	2%
- CCc1ccccc1NC(=O)Cn1ncc2c(C)n(Cc3ccccc3F)c(C)c2c1=O
  2%	-3%
- CCCCOc1ccc(C2c3c(oc4ccccc4c3=O)C(=O)N2c2nc(C)c(C(=O)OCC)s2)cc1OC (stereo unspecified)
  1%	0%
- CCCCOC(=O)c1ccc(NC(=O)CSc2nc3c(c(=O)[nH]2)CCC3)cc1
  8%	5%
- Cc1ccc(CCNC(=O)c2c(C)oc3ncnc(N4CCOCC4)c23)cc1
  9%	0%
- COCCCNC(=O)CSc1nc2c(sc3ccccc32)c(=O)n1CCc1ccccc1
  0%	1%

Additional entries.
SMILES | Sm TGR block | TbPYK inhibitor
CCOc1ccc(OCC)c(NC(=O)Cn2nc(CC)n3c(cc4sccc43)c2=O)c1 | 0% | -9%
COc1ccc(Cn2c(=O)c3cccnc3n(Cc3cccc(OC)c3)c2=O)cc1 | 2% | -1%
O=C(Nc1ccc(-c2cn3cccnc3n2)cc1)c1ccccc1F | -9% | -7%
COc1ccc(CNC(=O)c2ccc3[nH]c(C)c(C)c3c2)c(OC)c1 | 0% | -3%[15.4 µM]
CC1Cc2cc(S(=O)(=O)CCC(=O)NCc3ccccc3Cl)ccc2N1C(=O)C1CC1 (stereo unspecified) | 0% | -2%
CCCc1nnc(NC(=O)c2cc(=O)c3cc(Cl)ccc3o2)s1 | 1% | -9%
O=C(O)CC(NS(=O)(=O)c1ccc(Cl)s1)c1ccccc1 (stereo unspecified) | -3% | 1%
COc1ccc(CNC(=O)C2(c3cccs3)CCOCC2)cc1 | 13% | -5%
CC(C)c1cc(-c2nc(-c3ccc(Cl)cc3)no2)n[nH]1 | -2% | 1%
O=S(=O)(c1ccc(-c2csc(=Nc3ccc(F)cc3)n2CCCCCCO)cc1)N1CCCC1 | -2% | -5%
CCOc1cc(C#N)c(-n2nnc3c(sc4nc(C)cc(C)c43)c2=O)cc1OCC | 0% | -12%
Cc1ccc2c(C)c(C(=O)N3CCC(c4nc5ccccc5s4)CC3)oc2c1C | 13% | 0%
COC(=O)c1ccc(Cl)cc1NC(=O)N(Cc1ccc(C)o1)C1CCN(C(C)=O)CC1 | -1% | -7%
Cc1ccc(C)c(CN2C(=O)CSc3ccc(C(=O)NCc4ccccc4)cc32)c1 | 16% | 2%
COc1ccccc1NC(=O)CN1C(=O)C2(SCC(=O)N2c2ccc(C)c(C)c2)c2ccccc21 (stereo unspecified) | 3% | -5%
O=C(Nc1cc(Cl)cc(Cl)c1)c1ccc(F)c(S(=O)(=O)NC2CCCC2)c1 | -2% | -5%
COc1ccc(-c2nn(-c3ccc(F)cc3)c3c2cnc2cc4c(cc23)OCO4)cc1 | 1% | 2%
Cc1ccccc1N1CC(C(=O)Nc2ccc(Br)cc2)CC1=O (stereo unspecified) | 7% | 1%
COc1ccc(OC)c(-n2cnc3cc(C(=O)NC4CCCCCC4)ccc32)c1 | 4% | -5%
Cc1ccc(S(=O)(=O)C(CNC(=O)C(=O)NCCc2ccc(F)cc2)c2cccs2)cc1 (stereo unspecified) | 2% | -5%
Cc1ccc(CN2CCC(CNC(=O)c3cc4ccc5cccnc5c4[nH]3)CC2)cc1 | 15% | -3%
CCn1cc(CNC(=O)c2cc(-c3ccc(C)c(C)c3)nc3ccccc23)c(C)n1 | -2% | 4%
CCn1c(=N)c(C(=O)NCC2CCCO2)cc2c(=O)n3cc(C)ccc3nc21 (stereo unspecified) | 2% | 11%
CCn1cc(C(=O)NCc2ccc(F)cc2)c(=O)c2cc(S(=O)(=O)N(C)C)ccc21 | -2% | -3%
Fc1ccc(C2=NC(c3cccc(C(F)(F)F)c3)=Nc3ccccc3N2)cc1 | 3% | 3%
CCOc1ccc(C2c3[nH]c4ccccc4c3CCN2C(=O)CCc2ccccc2)cc1 (stereo unspecified) | 4% | 2%
O=C(Nc1c(C(=O)O)oc2ccccc12)c1ccc(C(F)(F)F)cc1 | 3% | -4%
O=S(=O)(c1ccccc1)c1nc(-c2cccs2)oc1N1CCCCC1 | ? | -13%
Oc1ccccc1-c1nc(/C=C/c2ccccc2Cl)no1 | 8% | -8%
Cc1ccc(-c2cc(C(=O)N3CCN(S(=O)(=O)c4ccc(Br)s4)CC3)[nH]n2)c(C)c1 | 2% | 0%
